Compound activity from PubChem BioAssay.
HTR5A inv ctr: HTR5A inverse agonists in luminescence cell assay, primary screen, counter-screen for OPRM1-OPRD1 heterodimer inverse agonist project, full-deck HTS | 5-hydroxytryptamine receptor 5A (Homo sapiens), P47898 | HTR5A cell line, inverse agonism | inhibition, % at 9.3 µM | 0.083% of 340,000 active; in the data active means inhibition mostly above about 23%, no sharp cut-off; inactive means mostly below about 18%;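 further: 0% = cells with DMSO and 100% = no-cell wells with DMSO; some compounds called inactive have numbers as strong as hits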
Target sequence (P47898 whole entry, looked up): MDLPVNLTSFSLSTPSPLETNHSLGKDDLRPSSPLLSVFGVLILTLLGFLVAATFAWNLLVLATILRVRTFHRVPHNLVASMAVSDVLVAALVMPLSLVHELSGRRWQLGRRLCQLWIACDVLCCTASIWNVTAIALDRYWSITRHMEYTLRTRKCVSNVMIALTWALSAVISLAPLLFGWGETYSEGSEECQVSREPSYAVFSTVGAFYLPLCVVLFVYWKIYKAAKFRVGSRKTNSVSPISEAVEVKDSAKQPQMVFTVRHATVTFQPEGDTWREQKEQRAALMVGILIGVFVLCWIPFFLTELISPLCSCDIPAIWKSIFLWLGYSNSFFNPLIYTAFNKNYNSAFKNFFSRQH
Tat export inh: E. coli Tat export inhibitors, primary screen, MC4100, TorA-mCherry reporter, fluorescence, single point; inhibition, % at 10 µM; 0.036% of 340,000 active;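 active means mean replicate inhibition at least 50% and at least half of replicates individually reaching 50%; inconclusive means only one of the two criteria met; inactive means neither criterion met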;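 further: exported cargo escapes ClpAP degradation while cytoplasmic cargo is degraded and loses fluorescence; 0% = median of neutral control wells and 100% = median of NaSCN control wells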
E coli growth: E. coli V3065 growth inhibition, primary screen, counter-screen for AddAB inhibitor project, absorbance, OD600. inhibition, % at 11.9 µM. 18 h. 0.27% of 330,000 active;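 active means inhibition above the campaign's mean inhibition across all tested compounds plus 3 SD, cut at about 9.9% in these data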;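 further: uninfected addAB+ strain grown without phage in ampicillin broth; 0% = DMSO wells and 100% = ciprofloxacin 0.95 µg/ml wells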
Mot1-301 SUMO: yeast Mot1-301 growth rescue at high temperature, primary screen, SUMOylation pathway inhibitor project, S. cerevisiae, ATP luminescence, 38.5C; 1% of 320,000 active; S. cerevisiae Mot1-301 growth rescue; percent above DMSO median, 100 means doubled; AID 2716, 2010; growth rescue, % at 18.8 µM;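 active means every valid replicate shows activation above 250% relative to neutral control wells; inactive means the rest, any valid replicate at or below 250%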;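 further: OY570 slx delta 5 strain wells were the positive control but not used for scaling; some compounds called inactive have numbers as strong as hits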
OPRM1-OPRD1 inv: inverse agonists of MOR-DOR heterodimerization, primary screen, cell-based, luminescence; Mu-type opioid receptor (Homo sapiens) + Delta-type opioid receptor (Homo sapiens), …; cell-based MOR-DOR heterodimer luminescence, inverse agonism; inhibition, % at 9.3 µM; 0.21% of 340,000 active; AID 504357, 2011; in the data active means inhibition above about 22%, passing the limit was not always enough;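 further: 0% = cells with DMSO and 100% = wells without cells with DMSO; values of inactives mirror those of a sister screen read the other way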
PKA-R1A act: activators of PKA-R1A holoenzyme, primary screen, biochemical, fluorescence polarization, Cy5-IP20, bovine R1A, mouse PKAc. cAMP-dependent protein kinase type I-alpha regulatory subunit (Bos taurus) + …. PKA-R1A dissociation; scaled: DMSO 0%, 113 µM cGMP 100%. activation, % at 11.4 µM. 0.083% of 340,000 active. AID 504707, 2011;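 active means percent activation above the mean of all tested compounds plus 3 SD, cut at about 19% in these data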;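 further: higher means more PKAc released from R1A so a rise in polarization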
PfHsp90 set2: growth inhibition of PfHsp90-expressing yeast, primary screen, antimalarial PfHsp90 inhibitor project, S. cerevisiae, BacTiter-Glo luminescence, single point, set 2; BacTiter-Glo ATP, 48 h; yeast lacking PDR1 and PDR3 efflux regulators; inhibition, % at 9.4 µM; 0.32% of 310,000 active; AID 504621, 2011;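 active means every replicate shows inhibition above about 80%, whatever the replicate mean, limit read from the data; inconclusive means mean inhibition reaches the set limit but some replicate falls short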;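 further: 0% = DMSO neutral controls and 100% = 20 µM radicicol positive controls; yeast relying on Plasmodium falciparum Hsp90 in place of its own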
OPRM1-OPRD1 ag: agonists of OPRM1-OPRD1 heterodimerization, primary screen, cell-based, luminescence; Mu-type opioid receptor (Homo sapiens) + Delta-type opioid receptor (Homo sapiens), …; cells; activation, % at 9.3 µM; 0.3% of 340,000 active; AID 504326, 2011; in the data active means activation above about 18%;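 further: 0% = vehicle-treated cells and 100% = reference agonist; values of inactives mirror those of a sister screen read the other way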
phage Ecoli inh: growth loss of phage-infected E. coli, primary screen, RecBCD inhibitor project, absorbance, with phage, HTS | inhibition, % at 11.9 µM | 0.26% of 360,000 active; in the data active means inhibition above about 11%
AddAB inh: growth inhibition of E. coli expressing H. pylori AddAB, primary screen, AddAB inhibitor project, absorbance. inhibition, % at 11.9 µM. 0.29% of 330,000 active. AID 435030, 2010; in the data active means inhibition above about 12%;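 further: 0% = vehicle wells of infected cells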
PKA-R2B activ: activators of PKA-R2B holoenzyme, primary screen, biochemical, fluorescence polarization, Cy5-IP20, human; PKA-R2B holoenzyme dissociation; R2B truncated from residue 108, S112A mutant; 0% DMSO only, 100% 113 µM cGMP; activation, % at 11.4 µM; 0.079% of 340,000 active;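 active means activation above a cutoff set at the mean over all compounds plus 3 SD, cut at about 18% in these data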;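 further: higher means more holoenzyme dissociation and a rise in polarization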
Target sequence (P31323 whole entry, looked up, other chains not shown, the tested form may be a part): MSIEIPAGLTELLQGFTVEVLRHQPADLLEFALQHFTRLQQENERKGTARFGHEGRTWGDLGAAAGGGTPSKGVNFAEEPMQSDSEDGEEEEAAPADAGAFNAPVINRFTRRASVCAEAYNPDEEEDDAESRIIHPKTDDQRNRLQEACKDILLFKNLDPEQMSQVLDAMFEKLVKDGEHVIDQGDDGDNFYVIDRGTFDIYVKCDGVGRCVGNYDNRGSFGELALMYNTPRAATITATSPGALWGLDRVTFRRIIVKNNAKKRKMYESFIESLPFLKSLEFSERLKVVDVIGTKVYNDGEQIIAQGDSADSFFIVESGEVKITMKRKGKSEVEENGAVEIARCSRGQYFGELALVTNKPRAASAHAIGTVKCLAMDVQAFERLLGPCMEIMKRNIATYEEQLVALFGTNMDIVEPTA
Active calls of the source: *; ? = inconclusive; nt = not tested or not shown; & = joins results of further samples.

Values run as follows: HTR5A inv ctr	Tat export inh	E coli growth	Mot1-301 SUMO	OPRM1-OPRD1 inv	PKA-R1A act	PfHsp90 set2	OPRM1-OPRD1 ag	phage Ecoli inh	AddAB inh	PKA-R2B activ
NCCCC[C@@H]1NC(=O)c2cc([N+](=O)[O-])cc(I)c2SC[C@@H](C(N)=O)NC(=O)[C@H](Cc2ccc(O)cc2)NC1=O
→ -22	4	-5.3	0	-59	4	4	10	nt	-1.1	-3
CCOc1c(C#N)c(C#N)c2nc(C)cc(C)n12
→ -23	-2	-2.9	-10	0	1	-4	0.0	1.6	-1.1	2
CC(C)CC(=O)NC(=S)N1CCN(c2ccc([N+](=O)[O-])cc2Cl)CC1
→ -8	1	1.4	8	3	1	-3	-0.4	4.1	-0.7	0
COc1ccc(-n2nc(C(=O)NCC(=O)N(C)Cc3ccccc3)c3ccccc3c2=O)cc1OC
→ 2	4	0.9	1	6	5	-7	-0.8	1.1	2.2	3
O=C(c1ccc([N+](=O)[O-])s1)N1CCN(c2ccccn2)CC1
→ -13	1	-2.1	18	-3	3	-4	0.6	1.8	2.9	8
CCCc1nc2c(o1)CC(CC(C)SCC)CC2=O (stereo not given)
→ 2	-8	0.5	0	7	-2	-30	-1.6	0.0	0.2	-7
CCC(C)/C(C)=N/NC(=O)c1cn(-c2ccccc2)nc1-c1ccccc1 (stereo not given)
→ 12	12	-1.9	99	16	-7	10	-3.2	3.6	2.7	-14
COc1ccc(/C=N/n2c(-c3ccco3)nc3ccccc3c2=O)cc1
→ -23	-4	1.5	12	-240	-1	-8	41*	1.0	2.5	9
Cc1ccc(NC(=O)CN(C)C(=O)CSc2nnc(C(F)(F)F)n2C)cc1
→ 12	0	0.8	4	13	-14	-53	-2.8	3.5	0.9	-8
CCN(CC)S(=O)(=O)c1ccc(C(=O)NCCOC(=O)c2ccc(F)cc2F)cc1
→ 2	-4	-0.4	14	9	-4	-39	-1.1	-2.6	1.5	-10
COc1ccc(-n2nnnc2CNC(=O)c2ccc3ccccc3c2)cc1
→ -11	3	-0.3	0	2	6	0	-0.4	-2.8	0.8	3
COc1ccc(CC(=O)O)cc1O
→ 15	3	-2.9	4	15	-3	18	-2.7	1.8	0.5	-11
O=C(Nc1ccc(N2CCN(C(=O)c3ccccc3)CC2)cc1)c1ccc([N+](=O)[O-])o1
→ -3	-5	nt	nt	-8	6	-21	1.5	0.8	nt	0
COc1ccc(CCNC(=O)CSCc2ccc(F)cc2)cc1OC
→ 14	-10	-0.7	-1	4	2	6	-0.8	2.0	0.7	-2
COc1ccc(OC)c(C(=O)c2ccc(C(=O)N3CCN(Cc4csc(C)n4)CC3)cc2)c1
→ nt	0	-1.9	-29	nt	nt	15	nt	5.5	4.3	nt
CCCCN(C)CCN1C(=O)C2C(C(=O)Nc3ccc(Cl)cc3)C3C=CC2(O3)C1C(=O)NC1CCCCC1 (stereo not given)
→ 8	-1	-1.1	17	-4	-4	-8	0.6	-1.2	-0.3	-12
COc1ccc(-c2cc3cc(OC)c(OC)cc3cn2)cc1OC
→ 2	4	0.7	-2	5	-13	-2	-1.1	1.2	0.3	0
CC(C)CN1CCN(Cc2nc(C(C)C)cs2)CC1CCO (stereo not given)
→ -30	-10	2.2	15	1	-4	-22	-0.2	1.1	-0.4	1
CCc1nnc(N2C(=O)c3ccccc3C2(O)c2ccccc2)s1 (stereo not given)
→ -17	-5	-1.5	94	-4	-9	-26	0.8	3.8	0.7	-3
COc1ccc(Cl)cc1C(=O)CSc1nnnn1C
→ 7	-2	0.8	1	-6	-6	2	1.1	3.9	-1.0	6
CN(C)CCCNc1c2ccccc2nc2ccccc12
→ 6	-8	9.3	-15	-2	0	-5	0.5	4.9	10	1
CCS(=O)(=O)c1ccc(O)c(NC(=O)c2ccc(S(=O)(=O)N3CCCCCC3)cc2)c1
→ -22	-4	-0.5	-17	12	-5	-25	-2.7	4.6	2.4	-17
O=C(c1cccs1)N(c1cccc(Cl)c1)C1C=CS(=O)(=O)C1 (stereo not given)
→ 10	-6	1.4	62	16	-4	-20	-3.2	3.6	-0.6	-1
C=CCN(c1ccc(C(=O)Nc2ccc(NC(C)=O)cc2)cc1)S(C)(=O)=O
→ 1	-2	0.0	57	9	8	13	-1.7	1.9	1.2	-7
CCc1ccc(-n2c(=O)c3ccccc3n(CC(=O)NCc3ccco3)c2=O)cc1
→ -4	7	-0.4	-8	20	-11	-13	-3.7	0.5	1.3	-9
COc1ccc2nc(C)cc(SCC(=O)O)c2c1
→ -7&-3	3&2	-0.2&-2.6	-17	1&14	-9&1	7&10	-0.2&-2.5	1.0&0.9	0.7&1.0	-6&6
Cc1ccccc1N1C(=S)NC2c3ccccc3OC1(C)C2C(=O)N(C)C (stereo not given)
→ 13	-11	2.3	25	13	-15	-1	-2.7	-2.4	1.4	0
COC(=O)Cc1c(C)nc2nc(NCc3ccccc3OC)[nH]n2c1=O
→ -8	1	3.2	-1	-6	3	-14	1.0	-2.5	2.4	7
COc1ccc(Nc2ccc(N3C(=O)CC(C)C3=O)cc2[N+](=O)[O-])cn1 (stereo not given)
→ -12	0	-2.3	55	14	-7	16	-2.7	1.3	-2.6	-10
Cc1ccc(/C=N/n2c(-c3ccncc3)n[nH]c2=S)cc1
→ 6	2	nt	nt	18	1	-16	-3.7	2.1	nt	-7

6 compounds out of the list above, ordered by the value under OPRM1-OPRD1 inv, falling.
SMILES	OPRM1-OPRD1 inv
Cc1ccc(NC(=O)CN(C)C(=O)CSc2nnc(C(F)(F)F)n2C)cc1	13
CCS(=O)(=O)c1ccc(O)c(NC(=O)c2ccc(S(=O)(=O)N3CCCCCC3)cc2)c1	12
CC(C)CC(=O)NC(=S)N1CCN(c2ccc([N+](=O)[O-])cc2Cl)CC1	3
COc1ccc(-n2nnnc2CNC(=O)c2ccc3ccccc3c2)cc1	2
CC(C)CN1CCN(Cc2nc(C(C)C)cs2)CC1CCO (stereo not given)	1
O=C(Nc1ccc(N2CCN(C(=O)c3ccccc3)CC2)cc1)c1ccc([N+](=O)[O-])o1	-8

(list continues)
Values run as follows: HTR5A inv ctr	Tat export inh	E coli growth	Mot1-301 SUMO	OPRM1-OPRD1 inv	PKA-R1A act	PfHsp90 set2	OPRM1-OPRD1 ag	phage Ecoli inh	AddAB inh	PKA-R2B activ
COc1ccc(N2C(=O)CC(N3CCC(O)(c4ccc(Cl)cc4)CC3)C2=O)cc1 (stereo not given)
→ -2	-3	2.6	34	2	1	-8	-0.3	4.0	1.6	-8
CCOC(=O)c1[nH]c(C)c(C(=O)OCC(=O)N2c3ccccc3CC2C)c1C (stereo not given)
→ -2	-5	-3.4	-7	-6	-8	6	1.2	1.3	0.7	-5
COC(=O)CCCCC1SCC2NC(=O)NC21 (stereo not given)
→ -1	-8	3.9	6	0	-9	1	0.0	4.0	4.0	-4
c1ccc(-c2noc(-c3cccc4ccccc34)n2)cc1
→ -11	0	0.7	1	-7	2	-5	1.4	1.6	-13	-2
O=C(CSc1nc2ccccc2[nH]1)Nc1nc(-c2ccccc2)c(-c2ccccc2)o1
→ 3	-2	2.2	-2	-5	-4	-2	0.8	3.9	5.4	0
COc1ccccc1NS(=O)(=O)c1cc(NC(=O)C2=NNC(=O)CC2)ccc1C
→ 14	-6	0.5	-19	13	-4	-4	-3.2	2.8	-0.3	0
O=S(=O)(c1cccc(C(F)(F)F)c1)N1CCCC1c1cccnc1 (stereo not given)
→ -14	4	-2.0	3	11	-10	-9	-2.1	4.1	2.4	-6
O=C1CC2(CCCC2)C(=O)N1CN1CCN(S(=O)(=O)c2ccc(F)cc2F)CC1
→ -4	8	2.3	-11	0	14	2	0.1	1.4	-1.8	5
CSc1ccc(S(=O)(=O)N2CCC(C(=O)NCc3ccco3)CC2)cc1
→ 13	-1	-2.1	21	-2	2	33	0.4	-1.8	2.3	-13
Cc1cnn(C(=S)NCCc2ccccc2)c1
→ 1	7	0.7	241	2	9	nt	-0.4	2.8	-0.1	5
CC1(C)CC(=O)C2=C(C1)N(c1ccccc1)C(=O)CC2c1ccc(O)cc1 (stereo not given)
→ 4	-5	0.8	298	16	-8	-1	-3.5	3.6	-0.1	-1
O=C(CCSc1ccccc1)N1CCN(C(=O)c2ccco2)CC1
→ -15	?	-1.9	-2	22	-9	8	-4.8	1.1	-3.7	-12

Profiles from above.
COC(=O)CCCCC1SCC2NC(=O)NC21 (stereo not given) reads HTR5A inv ctr = -1; Tat export inh = -8; E coli growth = 3.9; Mot1-301 SUMO = 6; OPRM1-OPRD1 inv = 0; PKA-R1A act = -9; PfHsp90 set2 = 1; OPRM1-OPRD1 ag = 0.0; phage Ecoli inh = 4.0; AddAB inh = 4.0; PKA-R2B activ = -4
O=S(=O)(c1cccc(C(F)(F)F)c1)N1CCCC1c1cccnc1 (stereo not given) reads HTR5A inv ctr = -14; Tat export inh = 4; E coli growth = -2.0; Mot1-301 SUMO = 3; OPRM1-OPRD1 inv = 11; PKA-R1A act = -10; PfHsp90 set2 = -9; OPRM1-OPRD1 ag = -2.1; phage Ecoli inh = 4.1; AddAB inh = 2.4; PKA-R2B activ = -6
